FN deposition inh: fibronectin deposition inhibition | inhibition, % at 12.6 µM | AID 743247 | AH1F fibroblasts, Alexa488-fibronectin deposition fluorescence, overnight | actives 0.086% (n = 350,000);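 active = mean inhibition across replicates of 30% or more, regardless of how many single replicates reach that level; inconclusive = mean under 30% yet at least half of replicates reach 30%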;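 note: positive control wells lacked labelled fibronectin entirely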
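Material: AH1F fibroblasts assembling fluorescent fibronectin matrix; amount: 10000 AH1F cells/well; medium: DMEM, 2% serum; reagent: Alexa488-fibronectin, 24 nM final in well; dosing: single compound dose, delivered by pin transfer; incubation: 1 h adhesion, overnight exposure; detection: fluorescence after three HBSS washes, excitation 485 nm, emission 525 nm; measure: fibronectin deposition inhibition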
RAD52 anneal inh: RAD52 (human) annealing inhibition; inhibition, % at 18.7 µM; recombinant RAD52 DNA annealing, FRET fluorescence; AID 651710; P43351; actives 0.46% (n = 360,000);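 active = every replicate showing at least 50% inhibition; inconclusive = mean inhibition at least 50% but not in every replicate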
S100A4 inh HTS: blocks human S100A4 binding to myosin IIA peptide. P26447. S100A4/TAMRA-MyoIIA peptide fluorescence polarization. actives 0.14% (n = 360,000). inhibition, % at 10.7 µM;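 active = mean inhibition of at least 70% across replicates, with every replicate also reaching that level; inconclusive = mean inhibition reaches 70% but some replicates fall short; inactive = mean inhibition below 70%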
Target sequence (P26447 whole entry, looked up): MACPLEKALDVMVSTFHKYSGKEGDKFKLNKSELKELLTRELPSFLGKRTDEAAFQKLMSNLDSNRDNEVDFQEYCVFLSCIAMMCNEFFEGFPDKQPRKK
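incubation = readout 5 min after mixing, signal stable up to 60 min | system = S100A4 monomer protein | buffer or medium = HEPES pH 7.2 with CaCl2, KCl, NaCl, DTT, Triton | benchmarks = neutral control DMSO, positive control TFP | also added = fluorescent myosin IIA peptide, 5 nM | compound dosing = one concentration per compound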
Xi reactivation: activators of X-chromosome reactivation in mouse fibroblasts | XiGFP mouse fibroblasts, % GFP-positive cells imaging, 3 d; cells co-treated with 5-aza-dC sensitizer; scaled so ellipticine positive control = 100% | activation, % at 7.58 µM | actives 0.055% (n = 360,000) | AID 743238;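 active = mean normalized replicate activation at least 10% and every replicate at or above 10%; inconclusive = only one of the two criteria met; inactive = mean below 10% and not all replicates reach 10%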;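 note: 0% = median of on-plate neutral control wells and 100% = ellipticine 6 µM median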
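System: XiGFP fibroblasts, SV40-immortalized. Medium: DMEM plus 5-aza-dC sensitizer. Doses: single point. Timing: 3 d treatment, 15 min room-temperature fixation. Control set: ellipticine 6 µM.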
E-selectin induc: induces E-selectin expression in human endothelial cells; activation, % at 7.58 µM; AID 686992; actives 0.37% (n = 260,000); HUVEC E-selectin immunofluorescence imaging; normalized: neutral wells 0, TNF-alpha wells 100;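 active = mean E-selectin-positive cell signal at least 10% of the positive control, reached in at least 60% of replicates, without over 20% cell loss; inconclusive = no rule given, readout overlaps actives, possibly toxicity-flagged; inactive = the rest, including those meeting only one limit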;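 note: in these data hits start at about 27%; measured in HUVEC primary endothelial cells; signal is the percent of cells scored E-selectin positive by PE staining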
Target sequence (P16581 whole entry, looked up): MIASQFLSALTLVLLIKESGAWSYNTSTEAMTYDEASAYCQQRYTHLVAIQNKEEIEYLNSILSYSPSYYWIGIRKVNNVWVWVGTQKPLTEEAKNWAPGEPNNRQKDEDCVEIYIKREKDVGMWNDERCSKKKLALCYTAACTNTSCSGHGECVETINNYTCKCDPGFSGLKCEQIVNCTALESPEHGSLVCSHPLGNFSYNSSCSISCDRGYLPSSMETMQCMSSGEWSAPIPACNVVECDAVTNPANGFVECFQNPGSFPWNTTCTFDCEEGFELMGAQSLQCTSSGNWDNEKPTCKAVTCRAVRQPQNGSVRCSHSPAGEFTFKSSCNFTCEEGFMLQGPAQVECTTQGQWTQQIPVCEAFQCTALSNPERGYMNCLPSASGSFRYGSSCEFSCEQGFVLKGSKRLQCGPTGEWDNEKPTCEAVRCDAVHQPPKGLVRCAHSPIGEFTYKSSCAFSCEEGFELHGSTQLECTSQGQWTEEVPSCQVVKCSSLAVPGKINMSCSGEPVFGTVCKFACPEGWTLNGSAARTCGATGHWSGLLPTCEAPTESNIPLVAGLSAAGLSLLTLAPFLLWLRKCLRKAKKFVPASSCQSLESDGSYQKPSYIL
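Test system – human umbilical vein endothelial cells (HUVEC), E-selectin induction · Input – 3,000 HUVEC seeded per well · Buffer or medium – EGM-2, gelatin · Compound dosing – single-point compound dose · Detection – immunofluorescence imaging · Measure – percent E-selectin-positive cells · Controls – TNF-alpha high, DMSO low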
RAD54 branch: inhibitors of human RAD54 branch migration. Q92698. RAD54 Holliday junction branch migration, FAM/BHQ fluorescence. inhibition, % at 10.4 µM. actives 0.14% (n = 360,000);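 active = mean normalized replicate activity at least 40 and at least half of replicates scoring 40 or more; inconclusive = only one of the two criteria met; inactive = mean below 40 and under half of replicates reaching 40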;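 note: 0% = median of neutral control wells and 100% = median of positive control wells; inhibitors cause a drop in the FAM fluorescence signal; in these data hits start at about 50%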
EWS-Fli inh: inhibitors of EWS/Fli oncoprotein transcriptional activity; actives 0.67% (n = 350,000); A673 NR0B1-luciferase reporter, viability-normalised; AID 651661; inhibition, % at 12.6 µM;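 active = mean inhibition of at least 50% after viability correction, with every replicate also passing that limit; inconclusive = mean reaches 50% but only one of two replicates passes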;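 note: firefly luciferase signal divided by Alamar Blue viability fluorescence both relative to DMSO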
esBAF inh: blocks esBAF chromatin remodeling in mouse ES cells; Bmi1-luciferase knock-in reporter, 24 h; 100% = twice the neutral-well signal; reporter increase, % at 12.5 µM; actives 2% (n = 350,000); in the data active = activation above about 40%; inconclusive = no clear call, values can overlap the other calls;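 note: 0% = median of the plate's neutral control wells and 100% = double that signal; a rise in the Bmi1 reporter signal indicates esBAF inhibition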
Active calls of the source: *; ? = inconclusive; · = no result given.

SMILES	FN deposition inh	RAD52 anneal inh	S100A4 inh HTS	Xi reactivation	E-selectin induc	RAD54 branch	EWS-Fli inh	esBAF inh
O=C(O)C(Cc1ccccc1)N1C(=O)/C(=C/c2cccs2)SC1=S (configuration not stated)	-11	-31	-32	0.0	·	·	4	·
COc1ccc(CC(=O)O/N=C(\N)c2ccncc2)cc1OC	8	26	-2	0.1	0.0	2	-6	-3
CCC(C)NC(=O)c1cc2c(=O)n(CC)c3ccccc3c2s1 (configuration not stated)	9	-30	-2	-0.1	0.1	11	-1	3
CCc1ccc(C(=O)Cn2ccsc2=N)cc1	1	4	8	0.0	·	-5	-68	-5
Cc1noc(C)c1NC(=O)Nc1ccc2c(c1)C(=O)N([C@@H](C)CO)C[C@@H](C)[C@H](CN(C)Cc1ccc(Cl)c(Cl)c1)O2	·	-1	0	0.4	-5.4	2	-6	-4
CC(=O)C1=C(C)Nc2ncnn2C1c1cccc(O)c1 (configuration not stated)	1	-4	-4	0.2	-0.2	3	-23	-6
COc1cc(/C=N/Nc2nc(C)cc(C)n2)ccc1O	-13	-14	-7	0.3	5.8	5	3	-1
CC(C)=CCCC(C)CN1CCC(N2CCC(C(=O)N3CCOCC3)CC2)CC1 (configuration not stated)	-4	-31	-3	0.0	5.9	·	9	-6
O=C(Nc1cccnc1)c1ccc(C(=O)Nc2cccnc2)cc1	5	-8	1	0.0	1.6	·	-12	·
C=CCNC(=O)COC(=O)c1ccc(Sc2nncn2C)c([N+](=O)[O-])c1	4	-6	2	0.0	·	·	0	·
C[C@H]1CN([C@@H](C)CO)C(=O)c2cccc(NC(=O)c3cnccn3)c2O[C@@H]1CN(C)C(=O)Nc1ccccc1	·	-9	6	-0.1	0.3	-15	1	0
CN(C)C(=O)CSc1n[nH]c(-c2ccco2)n1	-3	-8	4	0.0	·	-8	-2	14
CCN(C(=O)COC(=O)c1c(C)noc1C)C1CCS(=O)(=O)C1 (configuration not stated)	0	3	0	0.0	·	·	-1	·
CC(C)NC(=O)N[C@@H]1CC[C@H](CCNS(=O)(=O)Cc2ccccc2)O[C@@H]1CO	5	-30	15	0.0	0.1	6	-8	0
COc1ncc(-c2ccc(N3C(c4ccsc4)=Cc4ccc(F)cc4C3CC(=O)c3ccco3)cc2)cn1 (configuration not stated)	·	-24	1	0.0	0.1	·	2	·
COc1ccc(CC(N)c2csc(NC(=O)Nc3ccccc3C(C)(C)C)n2)cc1 (configuration not stated)	-10	-4	8	0.0	0.0	3	19	0
C#CCCC/C(=C\C(=O)N(C)[C@H](C(=O)N(C)[C@H](C(=O)N(C)[C@H](C(=O)N(C)[C@H](C(N)=O)C(C)C)C(C)C)C(C)C)C(C)C)OC	-2	-14	0	0.1	-0.1	-8	11	11
COc1cccc2cc(C(=O)NCc3ccccc3Br)c(=O)oc12	-4	-21	-4	0.0	-0.1	-3	-78	41*
Cc1ccc(OCCC(=O)OCC(=O)N2CCN(S(=O)(=O)c3ccc(Cl)cc3)CC2)cc1	-4	-12	-14	-0.1	3.0	·	-7	-1
C[C@H](CO)N1C[C@H](C)[C@@H](CN(C)S(=O)(=O)c2cn(C)cn2)Oc2ccc(NC(=O)CCC(F)(F)F)cc2C1=O	·	5	1	-0.1	·	-4	4	-4
O=C1CCC/C(=N\NC(=O)COc2ccc(Cl)cc2)C1	2	13	7	-0.2	3.1	·	9	·
COc1cc(C(O)c2nc(-c3cc(F)cc(F)c3)cs2)ccc1F (configuration not stated)	3	-11	2	0.6	0.2	2	9	2
Cc1ccc(CN2C(=O)C(F)(F)Oc3ccc(C)cc32)cc1	-6	-3	0	0.0	2.2	4	-8	1
COc1cc(CCC(=O)OCC(=O)NCc2ccccc2)cc(OC)c1OC	9	-15	-4	0.4	1.1	·	-13	6
C=CCN1C[C@H](COC(=O)CSc2ccccc2)Oc2cccc(F)c2S1(=O)=O	-2	-5	0	0.0	0.1	·	-8	·
CC(C)(C)c1cccc(Cn2nnc3ccccc32)c1O	1	-10	-1	0.0	-0.2	3	5	-7
Cc1ccc(N(CC(=O)NCc2ccc3c(c2)OCO3)C(=O)CCC(=O)Nc2ccccn2)cc1	7	3	-2	0.1	1.6	4	3	-6
Cc1c(C(=O)N(Cc2cccc(Br)c2)C2CCS(=O)(=O)C2)oc2ccc(F)cc12 (configuration not stated)	1	-7	3	0.0	?	2	·	0
COc1ccc(NC(=O)NC(=O)c2cc(OCC(F)(F)F)ccc2OCC(F)(F)F)cc1	-17	-5	0	0.0	0.0	3	-7	·
COCCCNC(=O)C[C@@H]1C[C@@]2(C(=O)OC)CCCCC=C2N(Cc2ccco2)C1=O	27	-7	3	0.2	0.4	·	-1	·

2 entries from above in a different format.
SMILES,FN deposition inh,RAD52 anneal inh,S100A4 inh HTS,Xi reactivation,E-selectin induc,RAD54 branch,EWS-Fli inh,esBAF inh
CCc1ccc(C(=O)Cn2ccsc2=N)cc1,1,4,8,0.0,·,-5,-68,-5
Cc1noc(C)c1NC(=O)Nc1ccc2c(c1)C(=O)N([C@@H](C)CO)C[C@@H](C)[C@H](CN(C)Cc1ccc(Cl)c(Cl)c1)O2,·,-1,0,0.4,-5.4,2,-6,-4

The list continues:
SMILES	FN deposition inh	RAD52 anneal inh	S100A4 inh HTS	Xi reactivation	E-selectin induc	RAD54 branch	EWS-Fli inh	esBAF inh
CCNC(=O)C[C@@H]1CC[C@@H]2[C@H](COC[C@@H](O)CN2C(=O)Nc2ccc(Cl)c(Cl)c2)O1	-6	-13	5	0.1	0.2	0	-20	6
COc1ccc(NC(=O)Nc2ccc3c(c2)C(=O)N([C@H](C)CO)C[C@@H](C)[C@H](CN(C)S(=O)(=O)c2ccccc2)OCCCC[C@@H](C)O3)cc1	-5	11	3	0.1	·	6	10	9
Cn1c(C(=O)OCC(=O)NCc2cccs2)cc2sccc21	·	-13	0	·	·	·	1	9
C#CCn1cc(Cl)cc(C(=O)Nc2ccccc2)c1=O	6	-30	-2	0.1	1.3	·	-5	·
CN(CC(=O)Nc1cc(C(F)(F)F)ccc1-n1cncn1)Cc1nc2ccccc2c(=O)[nH]1	4	-12	0	0.2	·	11	4	-8
CCOC(=O)C1(Cc2cccc(F)c2)CCN(C(=O)COC)CC1	0	-4	0	-0.3	-0.1	3	-7	5
Cc1ccc2nc(NC(=O)C3CCN(S(=O)(=O)c4cc([N+](=O)[O-])ccc4Cl)CC3)sc2c1	-9	-2	-1	0.0	·	·	-5	·
O=C(C[C@@H]1C[C@@H]2c3cc(NC(=O)C4CCC4)ccc3O[C@@H]2[C@H](CO)O1)NCc1ccccn1	·	-14	-23	0.0	-0.3	-2	-2	-2
CN(C)C(=S)NC(C)(C)C	5	-5	-1	0.1	·	·	-5	-3
Cc1onc(-c2ccccc2)c1C(=O)OCC(=O)Nc1cc(S(=O)(=O)N2CCOCC2)ccc1Cl	·	-3	2	0.0	·	·	0	·
OC(COc1ccc(OCC(O)CN2CCN(Cc3ccccc3)CC2)cc1)CN1CCN(Cc2ccccc2)CC1 (configuration not stated)	4	7	-1	-0.1	0.0	-6	14	·
CO[C@H]1CN(C)C(=O)c2ccc(NC(=O)C3CCCC3)cc2OC[C@@H](C)N(CCC(F)(F)F)C[C@@H]1C	-11	8	2	0.1	-0.1	0	3	6
CC(OC(=O)Cc1n[nH]c(=O)c2ccccc12)C(=O)Nc1ccc(F)cc1 (configuration not stated)	-4	-2	2	0.0	8.8	-2	7	-2
C[C@@H]1CCCCO[C@@H](CN(C)C(=O)CCCN(C)C)[C@H](C)CN([C@@H](C)CO)C(=O)c2cc(NC(=O)Cc3ccccc3)ccc2O1	-3	21	-55	-0.1	·	3	-8	10
C[C@@H]1CCCCO[C@H](CN(C)S(=O)(=O)c2cccs2)[C@H](C)CN([C@H](C)CO)C(=O)c2cc(NC(=O)Cc3ccccc3)ccc2O1	·	·	·	0.1	0.1	6	21	5
CC(=O)c1cn(C)c(=O)n(C)c1=O	7	-25	0	0.0	-0.1	·	12	·
CN(C)NC(=S)NC1CC2CCC1C2 (configuration not stated)	1	-3	1	0.1	·	·	-7	·
CCOc1ccccc1N(C)C(=O)c1cc2c(=O)n(CC)c3ccccc3c2s1	-22	-18	9	0.0	-1.8	1	6	-4
CCC1=C(NCc2ccccc2)COC1=O	0	-1	14	0.0	·	-5	1	-6
COc1ccc(/C=N/OC(=O)Nc2ccc(Cl)cc2)c(OC)c1	-3	-13	-1	0.2	·	4	-7	10
COc1ccc(S(=O)(=O)N[C@H]2CC[C@H](CCNC(=O)c3ccccc3F)O[C@H]2CO)cc1	·	-14	1	-0.2	1.2	-8	2	8
CCCNC(=O)N1CC2(C1)CN(C(=O)c1ccccc1)[C@H](CO)c1[nH]c3cc(OC)ccc3c12	-18	-7	7	0.0	-0.1	·	-1	·
COc1ccccc1/C=C1\SC(=S)N(NS(=O)(=O)c2ccccc2)C1=O	-2	5	-2	0.3	0.1	0	9	-1
O=C(CCC(=O)Nc1ccccc1)N/N=C/c1ccc2c(c1)OCO2	·	-11	-6	0.2	0.0	13	-40	20
O=C(CN1C(=O)c2ccccc2S1(=O)=O)c1ccccc1Cl	·	-17	-5	0.2	-0.2	-12	82*	-85
CCCNC(=O)c1ccc(Cn2cc(C(F)(F)F)ccc2=O)cc1	-9	0	-3	0.0	·	8	4	-1
CO[C@@H]1CN(C)C(=O)c2cc(NS(=O)(=O)c3ccccc3)ccc2OC[C@H](C)N(Cc2ccccn2)C[C@@H]1C	8	4	-6	0.1	-0.2	-15	-2	-1
COc1ccc(/C=C/C(=O)Nc2cc(S(=O)(=O)N3CCOCC3)ccc2C)cc1OC	-3	10	-1	0.1	-2.0	1	-88	0
Cc1cc(NC(=O)COc2coc(CN3CCN(c4ccc(F)cc4)CC3)cc2=O)no1	3	-1	1	0.3	·	3	-2	6
COC(=O)c1c(CC[C@@H](CO)NC(=O)N[C@@H](Cc2ccccc2)Cn2cc(C3(O)CCCC3)nn2)oc(C(=O)N2CCOCC2)c1C(=O)OC	·	-6	-1	·	·	-10	-8	·
CCc1noc(C)c1C(=O)OCC(=O)N(CCOC)c1c(N)n(Cc2ccccc2)c(=O)[nH]c1=O	·	-4	22	0.0	·	-17	-6	4
O=[N+]([O-])c1ccc(Oc2cccnc2)c([N+](=O)[O-])c1	-1	-8	1	0.2	-0.3	·	1	-7
C[C@@H]1CN([C@H](C)CO)C(=O)c2cc(NC(=O)Nc3ccc(F)cc3)ccc2O[C@@H](C)CCCCO[C@H]1CN(C)C(=O)Nc1ccc(C(F)(F)F)cc1	4	2	-5	0.2	-0.2	-18	-1	-8
Cc1cc([N+](=O)[O-])ccc1NC1CCCC1	7	-5	4	0.0	·	-5	6	·
O=c1oc(-c2ccccc2Br)nc2ccccc12	0	102*	-4	0.0	1.0	-4	24	3

The order is random; 3% or so of the library scored in one or more.
